TDP1 cell CPT = qHTS for Inhibitors of human tyrosyl-DNA phosphodiesterase 1 (TDP1): qHTS in cells in presence of CPT; chicken DT40 Tdp1-/-;hTDP1 cells + 20 nM CPT, ATP luminescence, 48 h; Potency, µM (highest dose often 46.2 µM), inactives show top-dose activity change, negative = growth inhibition, most hits filed as inhibitors; 12% of 420,000 active; AID 686979, 2013; further: nearly all actives have a fitted effect of over 55% in size
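Chicken DT40 Tdp1-/- cells stably complemented with human TDP1 were seeded at 400 cells/well in medium containing 20 nM camptothecin, exposed to pin-transferred compounds, and grown at 37 °C for at least 48 hr. Viability was read as ATP luminescence.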
FEN1 inh = qHTS Assay for the Inhibitors of Human Flap endonuclease 1 (FEN1); P39748; Recombinant FEN1 flap cleavage, fluorescence, 15 min; Potency, µM (doses to about 114 µM), for the others: top-dose activity change, negative = inhibition, usual class: inhibitors; 0.35% of 390,000 active; AID 588795, 2011; further: nearly all actives have a fitted effect of over 65% in size
Target sequence (P39748 whole entry, looked up): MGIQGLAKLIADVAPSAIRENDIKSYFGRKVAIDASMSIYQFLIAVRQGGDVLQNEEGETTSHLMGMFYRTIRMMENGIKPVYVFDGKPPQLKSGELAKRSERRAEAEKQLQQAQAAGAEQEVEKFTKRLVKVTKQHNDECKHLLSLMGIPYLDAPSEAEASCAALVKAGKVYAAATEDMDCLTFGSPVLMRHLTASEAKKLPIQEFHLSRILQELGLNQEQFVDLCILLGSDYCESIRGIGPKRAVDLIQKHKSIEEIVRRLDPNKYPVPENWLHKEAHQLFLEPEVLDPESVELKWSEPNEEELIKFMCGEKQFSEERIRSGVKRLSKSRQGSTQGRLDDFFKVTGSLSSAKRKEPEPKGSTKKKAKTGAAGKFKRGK
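Concentration–response screening of FEN1 (10 nM): 15 min compound preincubation at room temperature, reaction started with 50 nM substrate and read at 0 and 15 min. Corrected, normalized data were fitted by a four-parameter Hill equation.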
N370S GC = qHTS Assay for Inhibitors and Activators of N370S glucocerebrosidase as a Potential Chaperone Treatment of Gaucher Disease; AID 2101, 2009; Lysosomal acid glucosylceramidase (Homo sapiens), P04062; N370S GC spleen homogenate, 4MU-glucoside fluorescence; 0.092% of 330,000 active; Potency, µM (highest dose often 59.4 µM), inactives show top-dose activity change, negative = inhibition, hits mostly inhibitors;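 further: 0% = full enzyme activity and -100% = no enzyme basal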
* marks the source's active call; other numbers are inactive results; & = joins results of further samples; [ ] = dose if it differs, or a comment. The call rests on the fitted dose curve; in most records, active means well fitted curve in the direction sought with a large enough effect; inconclusive means small, poorly fitted or top-dose-only effect, or another doubt; inactive means no such curve, though single readings can be large; an effect the other way counts as inactive or inconclusive. Unless noted, on the % scale 0 is the no-effect control and ±100 the full control effect; potency means the concentration at half of the fitted maximal effect. An excerpt (hit frequency here may not be typical).

For Cc1cccc(Cn2ccc(NC(=O)c3cccnc3)n2)c1 the results were TDP1 cell CPT -2%, FEN1 inh 3% and N370S GC 15%.
Screening Cc1nc(-c2ccccc2)sc1C1(C)CC(c2c(Cl)cccc2Cl)=NO1 (stereo unspecified) returned TDP1 cell CPT inconclusive, FEN1 inh -5% and N370S GC 24%.
`COc1ccccc1NC(=O)C1=C(C)Nc2nc(SCc3ccccc3)nn2C1c1cccc(O)c1` (stereo unspecified) gave TDP1 cell CPT inconclusive and FEN1 inh -7%.
For O=C(Nc1ccc(S(=O)(=O)N2CCCC2)cc1)c1cnccn1 the results were TDP1 cell CPT -20%, FEN1 inh 5% and N370S GC -3%.
For CCOC(=O)C(Cc1ccccc1)C(=O)NCc1cccnc1 (stereo unspecified) the results were TDP1 cell CPT -4%, FEN1 inh -1% and N370S GC -1%.
Clc1ncnc2scc(-c3ccccc3)c12 was read as TDP1 cell CPT inconclusive, FEN1 inh 7% and N370S GC 5%.
Screening c1cncc(CNc2ccnc(-c3cccnc3)n2)c1 returned TDP1 cell CPT inconclusive and N370S GC -13%.
O=C(COc1cccnc1[N+](=O)[O-])Nc1cccc(Br)c1 was read as TDP1 cell CPT 8% and FEN1 inh -4%.
`CCOC(=O)CNC(=O)C1CCCCC1` gave TDP1 cell CPT -7% and FEN1 inh -2%.
CCN(C(=O)COC(=O)/C=C/c1ccccc1Cl)c1c(N)n(Cc2ccccc2)c(=O)[nH]c1=O was read as TDP1 cell CPT inconclusive, FEN1 inh 0% and N370S GC 2%.
Screening O=C(COc1ccc(S(=O)(=O)N2CCOCC2)cc1)N1CCCCCC1 returned TDP1 cell CPT 0%, FEN1 inh 3% and N370S GC -2%.
For C=C(C(=O)O)C1CCC2(C)CCCC(C)(O)C2C1 (stereo unspecified) the results were TDP1 cell CPT 2%, FEN1 inh -1% and N370S GC 2%.
Screening COc1ccc(C2Nc3ccccc3-n3c(-c4ccccc4)c4c(=O)n(C)c(=O)n(C)c4c32)cc1 (stereo unspecified) returned TDP1 cell CPT 16µM* and FEN1 inh 5%.
COCCCNC(=O)c1ccc(OC)c(OC2CCN(C(C)C)CC2)c1 was read as TDP1 cell CPT -1%, FEN1 inh 17% and N370S GC 3%.
COc1ccc(C2SCC(=O)N2c2ccc(F)cc2)cc1 (stereo unspecified) was read as TDP1 cell CPT -4%, FEN1 inh -8% and N370S GC -11%.
COc1ccc(CC(=O)NCc2csc(-c3cccs3)n2)cc1OC was read as TDP1 cell CPT -30%, FEN1 inh -1% and N370S GC -23%.
Cc1[nH]c2ccccc2c1/C=C(\C#N)C(=O)NC1CC1 was read as TDP1 cell CPT -18%, FEN1 inh 35%[activator] and N370S GC -1%.
CC(=O)Nc1ccc2c(c1)-c1ccc(F)cc1C2=O was read as TDP1 cell CPT -5% and FEN1 inh -13%.
`COc1ccc(/C=C/c2nnc(NC(=O)C(C)(C)C)s2)cc1` gave TDP1 cell CPT 1%, FEN1 inh -1% and N370S GC 23%.
Screening Cc1ccc(NC(=O)CSc2nc3nc(C)c(Br)cc3[nH]2)cc1F returned TDP1 cell CPT -7%, FEN1 inh 13% and N370S GC -6%.
COC(=O)c1sccc1NC(=O)Cc1ccc(Br)cc1 was read as TDP1 cell CPT -19%, FEN1 inh -6% and N370S GC 6%.
`Cc1ccc2ncc3c(-c4ccc(F)cc4)nn(CC(=O)Nc4ccccc4C)c3c2c1` gave TDP1 cell CPT -14% and FEN1 inh 24%.
Screening CN1/C(=C\C=C2/SC(=S)NC2=O)C(C)(C)c2ccccc21 returned TDP1 cell CPT 8.2µM*, FEN1 inh inconclusive and N370S GC -8%.
Screening Cc1cc(OCC(=O)NCCN2CCOCC2)ccc1Br returned TDP1 cell CPT -8%, FEN1 inh 5% and N370S GC -3%.
For O=S(=O)(Nc1nc2ccccc2nc1NCc1ccco1)c1ccccc1 the results were TDP1 cell CPT -10%, FEN1 inh 2% and N370S GC 12%.
For CC(C)Oc1c(N2CCOCC2)c(=O)c1=O the results were TDP1 cell CPT -5%, FEN1 inh 20% and N370S GC 5%.
Screening O/N=C\c1ccccc1Oc1ccc(F)cc1 returned TDP1 cell CPT 3%, FEN1 inh -6% and N370S GC 5%.
For Cc1c(NC(=O)Cc2cccs2)cccc1[N+](=O)[O-] the results were TDP1 cell CPT 1%, FEN1 inh 4% and N370S GC -5%.
`CC1CN(CC(=O)NC(C)c2ccccc2)CC(C)O1` (stereo unspecified) gave TDP1 cell CPT 2%, FEN1 inh 22% and N370S GC inconclusive.
`Cc1ccc(NC(=O)CN2C(=O)COc3ccc(S(=O)(=O)NC4CCCC4)cc32)cc1N(C)C` gave TDP1 cell CPT -25% and FEN1 inh 13%.

Structural class: the compounds so far containing a nitro group on carbon.
O=C(COc1cccnc1[N+](=O)[O-])Nc1cccc(Br)c1 was read as TDP1 cell CPT 8% and FEN1 inh -4%.
For Cc1c(NC(=O)Cc2cccs2)cccc1[N+](=O)[O-] the results were TDP1 cell CPT 1%, FEN1 inh 4% and N370S GC -5%.

The list continues.
COc1ccc(C(C)NC(=O)CN(c2cc(OC)ccc2OC)S(=O)(=O)c2ccccc2)cc1 (stereo unspecified) was read as TDP1 cell CPT 21µM* and FEN1 inh 3%.
For CC1CCC(NC(=O)CSc2nncs2)CC1 (stereo unspecified) the results were TDP1 cell CPT 2%, FEN1 inh 2% and N370S GC 5%.
For O=C(NCCCN1CCOCC1)c1c(F)cccc1F the results were TDP1 cell CPT 1%, FEN1 inh 2% and N370S GC 10%.
CCOC(=O)c1c(NC(=O)c2ccc(Br)o2)sc(C)c1CC was read as TDP1 cell CPT inconclusive, FEN1 inh inconclusive and N370S GC inconclusive.
For FC(F)(F)c1cccc(Oc2ccc3c(C(F)(F)F)cc(C(F)(F)F)nc3n2)c1 the results were TDP1 cell CPT -11%, FEN1 inh -5% and N370S GC 5%.
For COc1cc(OC)c(C(=O)Nc2ccc(N(C)C)cc2)cc1OC the results were TDP1 cell CPT -2%, FEN1 inh -4% and N370S GC -3%.
For Cc1ccc(OCC(=O)Nc2cccc(OCc3cc(=O)n4ccccc4n3)c2)cc1C the results were TDP1 cell CPT -6% and FEN1 inh -10%.
`Cc1c(C(=O)Oc2cc(N)n(S(C)(=O)=O)n2)cccc1[N+](=O)[O-]` gave TDP1 cell CPT 0%, FEN1 inh -14% and N370S GC 1%.
For Cc1ccc(O)c(-c2cc(C(=O)NCc3ccncc3)[nH]n2)c1 the results were TDP1 cell CPT inconclusive, FEN1 inh -3% and N370S GC -11%[2.35 µM].
Screening CS(=O)(=O)N(CCc1ccccc1)CC(=O)N1CCN(c2ccccc2)CC1 returned TDP1 cell CPT -25%, FEN1 inh -3% and N370S GC 5%.
COC(=O)C(Cc1ccccc1)NC(=O)CCNC(=O)c1ccco1 (stereo unspecified) was read as TDP1 cell CPT 4%, FEN1 inh 3% and N370S GC -5%.
Screening CCOC(=O)C1C(=O)CC(C)(O)C(C(=O)OCC)C1c1ccc(C)s1 (stereo unspecified) returned TDP1 cell CPT -2%, FEN1 inh 4% and N370S GC -3%.
Screening Cc1cc2c(=Cc3ccc(N(C)C)cc3)c3ccccc3n2[n+]1C returned TDP1 cell CPT 0.52µM* and FEN1 inh 14µM*.
For COc1ccccc1N1CCN(c2ncnc3c2cnn3-c2cccc(Cl)c2)CC1 the results were TDP1 cell CPT inconclusive and FEN1 inh 2%.
Screening COc1ccc(C(=O)Nc2ccccn2)cc1 returned TDP1 cell CPT 6%, FEN1 inh -7% and N370S GC 2%.
Screening CCn1c(C)nc2cc(-c3nc4n(n3)Cc3ccccc3-4)ccc21 returned TDP1 cell CPT 6.5µM*, FEN1 inh 1% and N370S GC 3%.
`CSc1ccc(Cl)c(C(=O)OCC(=O)N2CC(C)OC(C)C2)c1` (stereo unspecified) gave TDP1 cell CPT -4%, FEN1 inh 6% and N370S GC -5%.
`O=C(O)Cc1c(C(=O)O)[nH]c2ccc(C(=O)O)cc12` gave TDP1 cell CPT -4%, FEN1 inh -5% and N370S GC -6%.
For COCc1ccc(C(=O)NCC2(N3CCCCC3)CCCCC2)cc1 the results were TDP1 cell CPT inconclusive, FEN1 inh 16% and N370S GC 2%.
O=C(NC1=NCCS1)c1ccc(Cl)c(S(=O)(=O)N2CCc3ccccc32)c1 was read as TDP1 cell CPT inconclusive, FEN1 inh -21% and N370S GC -3%.
`O=C(CCNC(=O)c1ccccc1)Nc1ccc(Cl)c(S(=O)(=O)N2CCCCC2)c1` gave TDP1 cell CPT -29% and FEN1 inh 4%.
`Cc1cc(Br)c(NC(=O)c2c(-c3c(Cl)cccc3Cl)noc2C)c(Br)c1` gave TDP1 cell CPT 21µM*, FEN1 inh -10% and N370S GC 2%.
For Cc1cc(N/N=C/c2ccccc2O)nc(-c2ccccc2O)n1 the results were TDP1 cell CPT -26%, FEN1 inh 4% and N370S GC 3%.
For C/C(N)=C(/C#N)C(=O)CSc1nnc(Nc2c(C)cccc2C)s1 the results were TDP1 cell CPT 2%&-5%, FEN1 inh -19%&1% and N370S GC -20%.
CC(C)CCn1c(Oc2ccccc2F)nc2c1c(=O)n(C)c(=O)n2C was read as TDP1 cell CPT 18µM* and FEN1 inh -12%.
`COCCCn1c(SCC(=O)Nc2ccc(C)cc2)nc2ccccc2c1=O` gave TDP1 cell CPT 1%, FEN1 inh 6% and N370S GC 22%.
`CCCNC(=O)NC(=O)COc1c(F)c(F)cc(F)c1F` gave TDP1 cell CPT inconclusive, FEN1 inh -1% and N370S GC -15%.
For O=C(NCc1ccc(Cl)cc1)C(=O)NCC(c1cccs1)S(=O)(=O)c1cccs1 (stereo unspecified) the results were TDP1 cell CPT -85% and FEN1 inh 12%.
For CCOc1ccc(C(=O)Nc2ccc(OCc3cc(=O)n4cccc(C)c4n3)cc2)cc1 the results were TDP1 cell CPT 8% and FEN1 inh -11%.
`C[C@@H]1CC=C[C@H]2[C@H]1C(=O)N(Cc1ccccc1)[C@H]2c1ccc(-c2ccc(N(C)C)cc2)cc1F` gave TDP1 cell CPT 21µM*, FEN1 inh 2% and N370S GC 7%.
CCc1ccc(NS(=O)(=O)c2ccc3c(c2)oc(=O)n3C)cc1 was read as TDP1 cell CPT inconclusive, FEN1 inh -18% and N370S GC -8%.
Screening Cc1ccc(N(CC(=O)NN=C2CCN(C)CC2)S(=O)(=O)c2ccccc2)c(C)c1 returned TDP1 cell CPT -3%, FEN1 inh -1% and N370S GC 9%.
Screening CCOC(=O)c1[nH]c2c(c1-c1ccc(OC)cc1)C(=O)CC(c1ccc(OC)c(OC)c1)C2 (stereo unspecified) returned TDP1 cell CPT inconclusive, FEN1 inh 10% and N370S GC 28%.
Screening COC(=O)c1ccc2nc(NC(=O)C(C)C)sc2c1 returned TDP1 cell CPT -24%, FEN1 inh -18% and N370S GC -1%.
Screening CCn1nc(NC(=O)COC)c2cc3cc(C)ccc3nc21 returned TDP1 cell CPT -2%, FEN1 inh -17% and N370S GC 2%.
Screening Cc1ccc(N(Cc2ccc([N+](=O)[O-])cc2)C(=O)c2ccco2)cc1C returned TDP1 cell CPT 1%, FEN1 inh -3% and N370S GC 2%.
O=C(N/N=C/c1cc([N+](=O)[O-])ccc1O)c1ccncc1 was read as TDP1 cell CPT inconclusive, FEN1 inh 19% and N370S GC -27%.
O=C(CCC(=O)OCC(F)(F)C(F)F)NCc1ccccc1 was read as TDP1 cell CPT inconclusive, FEN1 inh 9% and N370S GC -9%.
Screening CC(=O)c1sc(NC(=O)C=C(C)C)nc1C returned TDP1 cell CPT -6%, FEN1 inh -9% and N370S GC -5%.
O=C(Cc1ccc(Br)cc1)Nc1ccc(Cl)cc1 was read as TDP1 cell CPT -29%, FEN1 inh 1% and N370S GC 19%.

Of the compounds above, 7 contain bromine.
O=C(COc1cccnc1[N+](=O)[O-])Nc1cccc(Br)c1 was read as TDP1 cell CPT 8% and FEN1 inh -4%.
Screening Cc1ccc(NC(=O)CSc2nc3nc(C)c(Br)cc3[nH]2)cc1F returned TDP1 cell CPT -7%, FEN1 inh 13% and N370S GC -6%.
COC(=O)c1sccc1NC(=O)Cc1ccc(Br)cc1 was read as TDP1 cell CPT -19%, FEN1 inh -6% and N370S GC 6%.
Screening Cc1cc(OCC(=O)NCCN2CCOCC2)ccc1Br returned TDP1 cell CPT -8%, FEN1 inh 5% and N370S GC -3%.
CCOC(=O)c1c(NC(=O)c2ccc(Br)o2)sc(C)c1CC was read as TDP1 cell CPT inconclusive, FEN1 inh inconclusive and N370S GC inconclusive.
`Cc1cc(Br)c(NC(=O)c2c(-c3c(Cl)cccc3Cl)noc2C)c(Br)c1` gave TDP1 cell CPT 21µM*, FEN1 inh -10% and N370S GC 2%.
O=C(Cc1ccc(Br)cc1)Nc1ccc(Cl)cc1 was read as TDP1 cell CPT -29%, FEN1 inh 1% and N370S GC 19%.
